SIRT5 inh = blocks human SIRT5 desuccinylation of peptide. Q9NXA8. Purified SirT5, succinyl-peptide AMC, trypsin-coupled fluorescence. inhibition, % at 15 µM. 330,000 compounds, 1.1% hits. AID 652115; in the data active = inhibition above about 15%; inconclusive = no clear call, values can overlap the other calls
Target sequence (Q9NXA8 whole entry, looked up): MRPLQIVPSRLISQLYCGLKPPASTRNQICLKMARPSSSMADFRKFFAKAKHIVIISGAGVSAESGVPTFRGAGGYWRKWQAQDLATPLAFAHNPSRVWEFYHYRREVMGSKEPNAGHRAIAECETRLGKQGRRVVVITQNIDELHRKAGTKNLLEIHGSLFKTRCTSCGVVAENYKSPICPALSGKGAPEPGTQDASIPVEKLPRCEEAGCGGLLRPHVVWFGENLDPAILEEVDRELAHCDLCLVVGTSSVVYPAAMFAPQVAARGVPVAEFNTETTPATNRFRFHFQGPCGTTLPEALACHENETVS
EWS-Fli inh = blocks EWS/Fli oncoprotein-driven transcription; A673 NR0B1-luciferase reporter, viability-normalised; inhibition, % at 12.6 µM; 350,000 compounds, 0.67% hits; AID 651661;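 active = mean inhibition of at least 50% after viability correction, with every replicate also passing that limit; inconclusive = mean reaches 50% but only one of two replicates passes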;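 also: firefly luciferase signal divided by Alamar Blue viability fluorescence both relative to DMSO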
ARNT-TACC3 inh = disrupts binding between human ARNT and TACC3 | AID 623870 | Q9Y6A5 | inhibition, % at 9.99 µM | AlphaScreen His-ARNT PAS-B/GST-TACC3 binding, luminescence; TACC3 fragment carries E629A point mutation | 390,000 compounds, 0.66% hits;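 active = mean inhibition of replicates at least 50% and at least half of replicates each reaching 50%; inconclusive = half or more replicates reach 50% but mean below 50%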;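 also: 0% = complete ARNT plus TACC3 wells and 100% = ARNT alone without TACC3; many hits fall short of the cut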
DENV2 CPE = DENV2-induced cell death inhibition; CPE inhibition, % at 9.99 µM; 350,000 compounds, 1.7% hits; DENV2-infected cells, cytopathic effect rescue, plate reader; AID 651640; in the data active = CPE inhibition above about 20%, passing the limit was not always enough; inconclusive = no clear call, values can overlap the other calls; tested in BHK-21 cells;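 also: 0% = median of neutral control wells and 100% = median of positive control wells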
PAX8 reporter = lowers PAX8-driven luciferase in RMG-I cells; RMG-I TPO-luciferase reporter, SteadyGlo, 24 h; inhibition, % at 12.6 µM; 360,000 compounds, 1.2% hits;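 active = mean replicate inhibition at least 60% with every replicate also reaching 60%; inconclusive = only one of the two criteria is met; inactive = mean below 60% and not all replicates reaching 60%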;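 also: luciferase light reporting Pax8 driven TPO promoter activity; plate controls were median of neutral control wells for no effect and mitoxantrone controls for full effect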
Casp6 inh = caspase-6 (human) enzyme inhibition; purified caspase-6, Z-VEID-R110 cleavage fluorescence; inhibition, % at 12.5 µM; 350,000 compounds, 0.53% hits; AID 686996;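 active = mean inhibition across replicates at least about 35%, with every replicate also reaching that limit, limit read from the data; inconclusive = only one of the two criteria met; inactive = neither criterion met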;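 also: 0% = median of neutral control wells and 100% = no fluorescence left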
Target sequence (P55212 24-179 limits assumed): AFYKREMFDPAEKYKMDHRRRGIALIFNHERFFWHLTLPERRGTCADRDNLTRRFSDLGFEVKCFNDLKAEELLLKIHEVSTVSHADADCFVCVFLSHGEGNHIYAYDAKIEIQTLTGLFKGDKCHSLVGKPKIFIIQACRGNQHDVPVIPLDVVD
Target sequence (P55212 194-293 limits assumed): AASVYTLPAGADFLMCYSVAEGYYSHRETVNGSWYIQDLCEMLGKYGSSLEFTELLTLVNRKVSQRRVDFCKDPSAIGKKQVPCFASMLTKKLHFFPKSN
LGR2 inh = blocks bursicon-induced cAMP signaling via Drosophila LGR2; inhibition, % at 9.99 µM; 380,000 compounds, 0.35% hits; HEK293 LGR2, CRE-luciferase, bursicon-stimulated, 4 h;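 active = drop in luminescence signal, shown as inhibition above about 50% in the replicate tests, limit read from the data, passing the limit was not always enough; inconclusive = probably only some replicates passing the limit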;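 also: agonist challenge used bursicon conditioned medium at about half maximal strength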
Active calls of the source: *; ? = inconclusive; nt = no result given; & = joins results of further samples.

Molecule	SIRT5 inh	EWS-Fli inh	ARNT-TACC3 inh	DENV2 CPE	PAX8 reporter	Casp6 inh	LGR2 inh
Cc1ccc(C(=O)NCC(=O)OCC(=O)Nc2ccc3[nH]c(=O)[nH]c3c2)cc1	0	0	-2	1	-8	-1	11
C[C@@H]1CN([C@@H](C)CO)C(=O)c2cc(NC(=O)Nc3ccc(F)cc3)ccc2O[C@@H](C)CCCCO[C@@H]1CN(C)S(=O)(=O)c1ccc(F)cc1	nt	6	-5	-7	6	nt	6
NS(=O)(=O)c1ccc(CNC(=S)Nc2ccc(Cl)c(Cl)c2)cc1	-1	4	-2	3	11	4	8
COc1ccc(C(=O)NNC(=O)C(=O)NCc2ccccc2)cc1	-1	17	8	-5	-2	1	-3
O=C(NN=Cc1c(O)ccc2ccccc12)c1ccc2c(c1)OCO2	-4	21	-1	-6	12	-5	-16
Cc1cc(C)cc(NC(=O)COC(=O)CCC2CCCC2)c1	-4	-3	-5	0	-7	4	0
CCCNC(=O)N1[C@H](CO)[C@@H](c2ccccc2)C12CN(C(=O)C1CCCCC1)C2	-5	2	nt	85*	-11	-1	3
C[C@H](CO)N1C[C@H](C)[C@@H](CN(C)Cc2ccc(C(=O)O)cc2)Oc2c(cccc2N(C)C)C1=O	6&-6	-8&8	-18&-2	12&0	-4&-8	2&-1	4&5
O=C(COc1cccnc1[N+](=O)[O-])NCCc1ccccc1	3	6	6	4	-19	0	3
C=CCN1C=CC(=O)[C@@H](O)[C@H]1c1ccccc1Br	1	-12	-2	-16	-15	-1	10
Cc1noc(C)c1NC(=O)N(C)C[C@H]1OCCCC[C@@H](C)Oc2ccc(NC(=O)Cc3ccccc3)cc2C(=O)N([C@@H](C)CO)C[C@H]1C	1	-3	-9	-6	nt	-3	5
O=C(c1[nH]c(C(F)(F)F)nc1-c1ccccc1)N1CCc2ccccc2C1	-2	7	nt	12	11	-2	3
COc1ccc2c3c([nH]c2c1)[C@H](CO)N(C(=O)C1CCC1)CC31CCN(C(=O)NC(C)C)CC1	-3	-2	nt	0	3	-1	1
Cc1ccc(S(=O)(=O)CC(=O)Nc2nc3ccc(S(N)(=O)=O)cc3s2)cc1	2	nt	0	5	2	14	-1
O=C(Cc1ccc([N+](=O)[O-])cc1)N1CCN(c2ccc([N+](=O)[O-])cc2)CC1	-6	7	1	0	7	1	2
C/C=C/c1ccc([C@@H]2[C@H](CO)N(C(=O)C3CC3)C23CN(S(=O)(=O)CC)C3)cc1	3	-3	nt	-1	-35	1	-19
CCOc1cc(/C=N/NC(=O)c2cccs2)ccc1OC(=O)N1CCOCC1	nt	nt	0	nt	-10	nt	-12
Cc1cc(C(=O)Nc2cccc3c2O[C@@H](CN(C)Cc2ccncc2)[C@@H](C)CN([C@H](C)CO)C3=O)n(C)n1	0	9	-3	?	-18	1	7
CN1C(=O)c2cc(NC(=O)C3CCOCC3)ccc2OC[C@@H]2O[C@@H](CC(=O)NCC3CC3)CC[C@H]21	-5	-7	-7	-6	-13	0	-7
COc1ccc(C(=O)N2CCN(CCCc3ccccc3)CC2)cc1OC	-3	10	-30	19	9	-2	6
CC(=O)c1c(COC(=O)c2ccccc2Cl)nc2ccccc2[n+]1[O-]	-1	1	11	7	8	3	-8
COc1ccc(C(=O)N2CCc3ccc(NC(=O)c4ccccn4)cc3C2)cc1F	0	-69	-13	-5	-82	9	-28
CCCN1CCN(CCCNC(=S)Nc2ccc(OC)cc2)CC1	nt	nt	3	nt	2	nt	-1
CC(C)N1CCN(Cc2cccn2-c2ccccn2)CC1CCO (configuration not stated)	-9	5	-3	3	9	-3	5
O=C(NCc1c[nH]c2ccccc12)c1ccccc1	-7	-1	-1	12	14	-1	-17
C[C@@H]1CN([C@H](C)CO)C(=O)c2c(c3ccccc3n2C)-c2ccccc2CO[C@H]1CN(C)C(=O)c1cc(Cl)cc(Cl)c1	-7&9	-3	nt	13&3	-5&41	-1&2	-3
Clc1nc(Nc2ccccc2)nc(Nc2ccccc2)n1	nt	nt	-11	nt	-24	nt	-56
C[C@@H]1CN([C@H](C)CO)C(=O)c2cc(NC(=O)Cc3ccccc3)ccc2O[C@@H](C)CCCCO[C@H]1CN(C)Cc1ccc2c(c1)OCO2	nt	1	3	?	2	nt	-24
Cc1nn(-c2ccccc2)c(C)c1NC(=O)COC(=O)CCCOc1ccccc1	2	-3	1	-13	-5	-7	-16
COC(CNC(=O)C(=O)Nc1cc2c3c(c1)CC(=O)N3CCC2)OC	0	nt	-18	-3	-9	4	7
C[C@@H]1CN([C@H](C)CO)C(=O)c2cc(NC(=O)Nc3ccc4c(c3)OCO4)ccc2O[C@@H]1CN(C)Cc1ccncc1	-6	nt	nt	9	-7	3	7
CC(C)(C)NC(=O)c1cc2c(ccc3ccccc32)oc1=O	-11	-88	0	1	1	2	-2
CC(=O)c1sc(NC(=O)CCN2C(=O)c3ccccc3C2=O)nc1C	2	-5	-7	2	-9	1	-1
C[C@@H]1CN([C@@H](C)CO)C(=O)CCCn2nncc2CO[C@H]1CN(C)C(=O)Nc1ccc(-c2cccs2)cc1	-13&0	-1&-10	-1	?	84*	1&1	-11&4
CCN(CC(=O)Nc1c(F)cccc1F)C(=O)CN1c2cccc3cccc(c23)S1(=O)=O	0	6	2	14	11	-21	-1
CC1=C(C(=O)Nc2cccc(C(=O)NCC(C)c3ccccc3)c2)SCCO1 (configuration not stated)	nt	-38	nt	0	4	1	11
CCOc1ccc(C2C(C(=O)O)CCC(=O)N2C2CCCCC2)cc1 (configuration not stated)	-22	-8	-13	4	2	-1	-36
CN1CCN(C(=O)c2cc(=O)c3cc(Cl)cc(Cl)c3o2)CC1	-3	-13	13	0	-1	1	4
CC(C)c1ccc(NC(=O)C2C3C=CC4(CN(Cc5cccnc5)C(=O)C24)O3)cc1 (configuration not stated)	7	-5	nt	-3	20	-4	20
CC[N+](C)(C)c1cccc(O)c1	-2	-7	-23	?	-20	-2	-5
Cc1cc([N+](=O)[O-])ccc1NCc1ccc2ccccc2c1	-6	-4	-7	0	nt	3	-7
CC(=O)N1[C@@H](CO)[C@@H](c2ccccc2)[C@@H]1CN(C)C(=O)c1ccccc1F	-3	-7	0	-5	14	-2	8
CC(Cc1cccs1)NC(=O)Nc1ccc(Cl)cc1 (configuration not stated)	-1	nt	nt	nt	-133	-3	-11
NC(=S)c1c(Cl)cc(C(F)(F)F)cc1Cl	-4	6	2	-1	-3	-8	nt
COc1ccccc1NC(=O)Nc1ccc2c(c1)C(=O)N(C)C[C@H](OC)[C@H](C)CN(C)[C@@H](C)CO2	5	-3	-3	-4	-4	nt	5
CC1CCN(C(=O)c2ccc(NC(=O)c3cccs3)cc2)CC1	3	-12	-6	-5	-16	-1	-2
CCNC(=O)C1(C)CCCN(Cc2cccc3ccccc23)C1 (configuration not stated)	-6	2	nt	1	-3	-2	13
O=C(C[C@@H]1C=C[C@H](NC(=O)Nc2ccccc2F)[C@H](CO)O1)NCc1ccccc1	1	0	nt	5	nt	1	6
CCCN1[C@@H]2c3ccc(C4=CCCC4)c(=O)n3C[C@H]1[C@H](CO)[C@H]2C(=O)N(C)C	-6	-2	3	6	-16	1	-9
COc1ccc(C#Cc2ccc([C@H]3[C@H](CO)N4C(=O)CN(C(=O)c5ccc(F)cc5)C[C@@H]34)cc2)cc1	4	-11	nt	-5	nt	nt	27
Cc1cc(C)cc(NC(=O)c2ccc(NC3=NC4CS(=O)(=O)CC4S3)cc2)c1 (configuration not stated)	14	-7	-3	-3	-11	-1	6
COc1ccc(/C=C(/NC(=O)c2ccccc2)C(=O)N2CCC(C)CC2)cc1	-3	10	2	-1	18	0	-18
COCCCNS(=O)(=O)c1ccc(OC)c(Cl)c1Cl	0	-7	-1	nt	nt	-2	1
COCCN=C1N[C@@H](c2ccc(Br)cc2)C(C(=O)OC)=C(C)N1Cc1ccccc1	-1	17	5	nt	14	1	32
COCC(=O)N1[C@@H]2c3cccc(=O)n3C[C@@H]2[C@@H](CO)[C@@H]1C(=O)NCc1ccccc1	-1	5	-4	7	nt	-1	-8
CC(=O)c1ccc(C(=O)N2CCCC(C(=O)c3cc(F)ccc3F)C2)s1 (configuration not stated)	2	0	-5	7	2	-1	-7
CCCN(C(=O)C1=COCCO1)c1c(N)n(Cc2ccccc2)c(=O)[nH]c1=O	-1	-12	2	14	11	2	-7
CCCN1C[C@@H](C)[C@@H](OC)CN(C)C(=O)c2cc(NC(=O)C3CCOCC3)ccc2OC[C@H]1C	-1	-2	-7	26*	nt	10	-1
Cc1[nH]c2ccc(C(=O)N3CCN(C)CC3)cc2c1C	-3	nt	-1	6	-9	-6	-13
O=C(C[C@H]1C[C@@H]2c3cc(NC(=O)NC4CCCC4)ccc3O[C@@H]2[C@@H](CO)O1)NCc1ccc2c(c1)OCO2	-10	-7	3	1	17	1	3

Next part.
Molecule	SIRT5 inh	EWS-Fli inh	ARNT-TACC3 inh	DENV2 CPE	PAX8 reporter	Casp6 inh	LGR2 inh
CCOc1ccc(CCNC(=O)CS(=O)(=O)Cc2nc(-c3ccc(OC)cc3)oc2C)cc1	-1	0	6	-1	5	10	11
O=C(C[C@H]1C[C@@H]2c3cc(NC(=O)NC4CCCC4)ccc3O[C@@H]2[C@H](CO)O1)NCCc1ccccc1	-9	-2	-22	0	3	-1	7
CCCNC(=O)N1C[C@H](O)COC[C@H]2O[C@@H](CC(=O)NCCCN3CCOCC3)CC[C@@H]21	3	-2	-3	-6	-24	0	10
CC1=CC(C)(C)Nc2ccc(OC(=O)c3cccnc3)cc21	-4	nt	8	nt	30	-1	0
CNC(=O)C[C@H]1CC[C@H]2[C@@H](COC[C@H](O)CN2C(=O)c2ccccn2)O1	2	-8	1	-14	-5	0	0
CCC1=NN(C(=O)c2ccccc2Br)C(O)(c2ccc(Br)cc2)C1 (configuration not stated)	-1	12	nt	-4	13	1	3
O=C(NCCCn1ccnc1)c1cc(-c2ccc3c(c2)OCO3)on1	2	-56	3	1	nt	-3	1
C[C@H](NC(=O)C[C@H]1C=C[C@@H](NC(=O)Nc2ccc3c(c2)OCO3)[C@H](CO)O1)c1ccccc1	1	-7	-4	0	-3	6	-1
Cc1cccc(NC(=O)CCS(=O)(=O)c2ccc3c(c2)NC(=O)CS3)n1	-4	0	-7	12	-6	5	13
CCOc1ncccc1C(=O)Nc1ccc(S(=O)(=O)N2CC(C)CC(C)C2)cc1 (configuration not stated)	4	18	5	-1	nt	-2	-4
O=c1nc2ccc(Cl)cn2c2ccc(S(=O)(=O)N3CCOCC3)cc12	3	-3	0	15	18	18	-4
O=C1NC(Cc2c[nH]c3ccccc23)C(=O)N1Cc1ccc(CN2C(=O)NC(Cc3c[nH]c4ccccc34)C2=O)cc1 (configuration not stated)	0	15	3	3	-7	-2	9
CC(C)NC(=O)N(C)C[C@H]1OCCCC[C@@H](C)Oc2ccc(NC(=O)c3ccccc3)cc2C(=O)N([C@@H](C)CO)C[C@H]1C	2	nt	1	-2	20	1	11
C[C@@H]1CN([C@@H](C)CO)C(=O)c2ccccc2-c2ccccc2CO[C@@H]1CN(C)Cc1ccc2c(c1)OCO2	3	7	11	-1	25	3	17
COC(=O)C[C@H]1C[C@H]2c3cc(NC(=O)c4ccc5c(c4)OCO5)ccc3O[C@H]2[C@@H](CO)O1	1	-116	17	-1	-33	0	-2
COc1ccc(C(=O)CN2CCN(c3ccc(Cl)cc3)CC2)cc1OC	0	7	1	-6	-3	nt	3
COc1ccc(/C=C/C(=O)c2cc(Cl)cc(Cl)c2O)c(OC)c1	-2	-10	-5	nt	20	2	-5
CCCNC(=O)N1C[C@@H](O)COC[C@@H]2O[C@@H](CC(=O)NCc3ccc(Cl)c(Cl)c3)CC[C@H]21	-2	-7	-3	-4	9	0	-3

Compound activity deposited in PubChem by Broad Institute.
